Pf growth 48h: P. falciparum growth inhibition at 48 hours (one generation); P. falciparum luciferase growth in erythrocytes, 48 h; Potency, µM (highest dose often 28.7 µM), for the others: top-dose activity change, negative = inhibition, usual class: inhibitors; 310,000 compounds, 5.9% hits; AID 504832; note: potency is the fitted concentration of half-maximal effect; % is set by controls: 0 for no effect and ±100 for the full control effect
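Luciferase-expressing P. falciparum in infected erythrocytes (2% hematocrit, 0.1% parasitemia final) in RPMI 1640/0.5% Albumax were exposed to compound for 48 hours at 37 C, 5% CO2; growth read as luminescence.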
Pf growth 96h: P. falciparum growth inhibition at 96 hours; P. falciparum luciferase reporter growth, 96 h; Potency, µM (highest dose often 28.7 µM), inactives show at the top dose activity change, negative = inhibition, hits mostly inhibitors; 320,000 compounds, 6.9% hits; AID 504834; note: potency is the fitted concentration of half-maximal effect; % is set by controls: 0 for no effect and ±100 for the full control effect
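Plates of compound plus infected erythrocytes (2% hematocrit, 0.05% parasitemia final) incubate 96 hours, 37 C, 5% CO2. Detection reagent added; reduced luminescence from the parasites' luciferase reporter flags inhibition.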
LmPK inhibitor: inhibitors of Leishmania mexicana pyruvate kinase. Potency, µM (series often up to 57.5 µM), for the others: top-dose activity change, negative = inhibition, actives largely listed as inhibitors. purified LmPK, Kinase-Glo ATP luminescence, 1 h. AID 1721. 290,000 compounds, 0.37% hits; note: potency is the fitted concentration of half-maximal effect; % is set by controls: 0 for no effect and ±100 for the full control effect
Target sequence (Q27686 whole entry, looked up): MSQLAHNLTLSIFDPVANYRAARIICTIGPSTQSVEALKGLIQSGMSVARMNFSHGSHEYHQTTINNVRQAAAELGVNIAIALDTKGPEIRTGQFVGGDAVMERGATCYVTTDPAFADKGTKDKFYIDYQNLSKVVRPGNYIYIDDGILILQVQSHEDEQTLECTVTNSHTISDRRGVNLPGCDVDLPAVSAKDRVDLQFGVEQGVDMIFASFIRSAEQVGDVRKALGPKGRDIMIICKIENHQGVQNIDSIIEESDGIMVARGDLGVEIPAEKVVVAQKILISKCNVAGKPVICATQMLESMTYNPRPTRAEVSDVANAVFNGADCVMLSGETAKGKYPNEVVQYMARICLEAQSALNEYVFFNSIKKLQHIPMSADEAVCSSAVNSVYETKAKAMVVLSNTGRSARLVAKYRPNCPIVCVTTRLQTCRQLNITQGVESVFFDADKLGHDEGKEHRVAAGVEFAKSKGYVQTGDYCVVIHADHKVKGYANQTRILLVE
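In 50 mM imidazole pH 7.2 with 7 mM MgCl2, LmPK (0.1 nM) turned over PEP (0.5 mM) and ADP (0.1 mM) for 1 h at room temperature. Luciferase read-out of ATP.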
Shiga inhibitor: Shiga toxin inhibition; 290,000 compounds, 9.2% hits; Vero cells, Shiga toxin protein synthesis inhibition reporter; AID 2315; inhibition, % at 38.7 µM; in the data active = inhibition mostly above about 28%, no sharp cut-off; inactive = mostly below about 43%; note: 0% is about no effect
AmpC no deterg: blocks E. coli AmpC beta-lactamase in detergent-free assay; Potency, µM (titrated, usually from 57.1 µM), for inactives: at the top dose activity change, negative = inhibition, usual class: inhibitors; AmpC nitrocefin hydrolysis, absorbance 480 nm, 0.0001% Triton; 330,000 compounds, 0.52% hits; P00811;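 note: potency is the fitted concentration of half-maximal effect; plate controls were no compound for no effect and no enzyme for full effect; nearly all actives have a fitted effect of over 20% in size; some results filed as inactive show a strong effect at the top dose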
Target sequence (P00811 whole entry, looked up): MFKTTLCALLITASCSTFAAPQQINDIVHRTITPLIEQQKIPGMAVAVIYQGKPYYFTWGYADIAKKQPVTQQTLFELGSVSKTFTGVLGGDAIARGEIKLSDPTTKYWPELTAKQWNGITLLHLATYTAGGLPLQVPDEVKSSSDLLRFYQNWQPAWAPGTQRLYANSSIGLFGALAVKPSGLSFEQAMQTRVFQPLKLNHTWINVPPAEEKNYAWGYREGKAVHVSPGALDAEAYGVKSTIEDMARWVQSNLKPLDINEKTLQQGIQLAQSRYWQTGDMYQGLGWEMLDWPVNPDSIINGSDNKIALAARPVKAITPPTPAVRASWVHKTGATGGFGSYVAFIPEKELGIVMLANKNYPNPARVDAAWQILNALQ
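AmpC (5.3 nM in the dispensed reagent) in 20 mM phosphate pH 7.0 with 0.01% (detergent screen) or 0.0001% Triton X-100 was preincubated with compounds for 15 min at room temperature. Nitrocefin was then added from an 800 uM solution, and hydrolysis was followed at 480 nm.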
Cycloheximide cs: affects cycloheximide protein synthesis inhibition readout, counter-screen | cell reporter, cycloheximide protein synthesis inhibition counterscreen | max response, % | 300,000 compounds, 12% hits | AID 2314; in the data active = max response mostly above about 13%, no sharp cut-off; inactive = mostly below about 14%; note: read at 38.3 µM for the half of the compounds with a filed dose; 0% is about no effect
Tb PYK inh: T. brucei pyruvate kinase inhibition; TbPYK enzyme, Kinase-Glo Plus ATP luminescence, 45 min; Potency, µM (doses to about 76.8 µM), for the others: at the highest dose activity, negative = inhibition, most hits filed as inhibitors; 410,000 compounds, 0.12% hits; note: potency is the fitted concentration of half-maximal effect; % is set by controls: 0 for no effect and ±100 for the full control effect; nearly all actives have a fitted effect of over 50% in size
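Quantitative HTS: titrated library compounds versus trypanosomal pyruvate kinase in TEA buffer (pH 7.2) containing KCl, MgCl2, BSA and Tween-20. Reactions were initiated with ADP, 130 uM final. Kinase-Glo Plus luminescence was read after 45 min at RT.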
An asterisk follows results filed as active; ? = inconclusive; / = no result given; [ ] = dose if it differs, or a comment. Unless noted, calls come from the whole dose curve; as a rule, active = well fitted curve in the direction sought with a large enough effect; inconclusive = small, poorly fitted or top-dose-only effect, or another doubt; inactive = no such curve, though single readings can be large; an effect the other way counts as inactive or inconclusive. Compounds as they come. About 22% of those tested had a hit in this group.

molecule | Pf growth 48h | Pf growth 96h | LmPK inhibitor | Shiga inhibitor | AmpC no deterg | Cycloheximide cs | Tb PYK inh
C/C(NC(=O)c1ccccc1)=C1/C(=O)CC2C1C2(C)C (stereo not drawn) | 44%[activator] | 66%[activator] | -2% | 119* | -5% | 43* | -9%
C/C(=N\NC(=O)Cn1c(-c2ccccn2)nc2ccccc21)c1ccccc1 | -17% | 28% | 1% | 15 | -18% | 9 | 4%
COc1cc(C(=O)Nc2c(C(=O)O)[nH]c3ccccc23)cc(OC)c1OC | 1% | -1% | -2% | -5 | -12% | -1 | 2%
CCN(Cc1ccccc1)Cc1c(C)[nH]c2c(C)c(C)ccc2c1=O | -5% | / | 3% | -8 | -20% | -4 | -2%
FC(F)(F)c1nc2ccccc2nc1N/N=C\c1ccccc1 | 10% | 16% | 0% | 94* | -6% | 19* | 4%
O=C1c2ccccc2NC(c2ccc(F)cc2)N1Cc1ccco1 (stereo not drawn) | 0% | 83%[activator] | 4% | -1 | -39% | -1 | -14%
Cc1c(NC(=O)c2cc3c(=O)n4ccccc4nc3s2)c(=O)n(-c2ccccc2)n1C | 6% | 8% | 1% | -24 | -15% | -1 | 5%
O=C(N/N=C/c1cccc(Br)c1)c1ccc(Cn2cc(Br)cn2)o1 | -11% | ? | 4% | 56* | -39% | 17 | -1%
Cc1ccc(S(=O)(=O)Nc2ncccn2)cc1 | 0% | -7% | 2% | -5 | -9% | -4 | -2%
CC1CC(C)(C)N(C(=O)CN2C(=O)CCC2=O)c2ccccc21 (stereo not drawn) | 11% | ? | -2% | -6 | 8% | 0 | -2%
Cc1cc(NS(=O)(=O)c2c(C(=O)N3CCOCC3)c(C)n(C)c2C)ccc1Br | -7% | 52%[activator] | 6% | -5 | 113%[activator] | -6 | -3%
CC12CN3CC(c4ccccc4)(CN(C1)C31CCCCC1)C2=O | 2% | / | 1% | -11 | -17% | 1 | -6%
FC(F)(F)/C(=N\P(=S)(N1CCOCC1)N1CCOCC1)N1CCOCC1 | -3% | ? | 5% | 40 | -21% | 6 | 0%
CCOc1ccc(S(=O)(=O)NCCSc2ccccc2)cc1 | / | 61%[activator] | -2% | -14 | -12% | -3 | -1%
CC(C)NC(=O)c1ccc2c(c1)N(CC(=O)NC1CCCCC1)C(=O)C(C)(C)O2 | -3% | 3% | -3% | -3 | -7% | -3 | -3%
Cc1c(NC(=O)Nc2ccc(Cl)c(Cl)c2)c(=O)n(-c2ccccc2)n1C | 27% | 3% | 3% | 4 | -44% | -2 | -17%
COc1ccc(/C=C2\SC(=O)N(CCNC(=O)CN3C(=O)NC4(CCCC4)C3=O)C2=O)cc1 | 30%[activator] | 3% | / | / | 26% | / | 1%
CCOc1cc2[nH]c(=O)n(CCC(=O)NCc3ccc(OC)cc3)c(=O)c2cc1OCC | 9% | 43%[activator] | 1% | 0 | 2% | -2 | /
CCc1ccc(C2CC(c3ccc(Cl)cc3)=NNC2=O)cc1 (stereo not drawn) | 10% | / | 4% | -25 | -27% | 5 | -1%
COc1ccc(C)c2sc(=NC(=O)c3ccccc3)n(C)c12 | 181%[activator] | 261%[activator] | -15% | 69* | ? | 18* | -3%
COC(=O)CS(=O)(=O)c1cc(Br)cc2c1N(C(C)=O)CC2 | -6% | ? | 1% | -8 | -5% | -3 | 0%
COc1cc(C(=O)NCCC(C)C)ccc1OCc1ccc(Cl)cc1Cl | 10µM* | 4.7µM* | -2% | -5 | -5% | -3 | -12%
CCN(CC)C(=O)C1CCCN(c2ccc([N+](=O)[O-])cc2)C1 (stereo not drawn) | 3% | 1.7µM* | 5% | 6 | 7% | 2 | 0%
COc1ccc(-n2cnc3c(cnn3CCC#N)c2=N)cc1 | / | 16% | 2% | -4 | -11% | 18 | -1%

Reprinted at random: two entries already listed
molecule | Pf growth 48h | Pf growth 96h | LmPK inhibitor | Shiga inhibitor | AmpC no deterg | Cycloheximide cs | Tb PYK inh
CCOc1cc2[nH]c(=O)n(CCC(=O)NCc3ccc(OC)cc3)c(=O)c2cc1OCC | 9% | 43%[activator] | 1% | 0 | 2% | -2 | /
COc1cc(C(=O)NCCC(C)C)ccc1OCc1ccc(Cl)cc1Cl | 10µM* | 4.7µM* | -2% | -5 | -5% | -3 | -12%

The list goes on.
molecule | Pf growth 48h | Pf growth 96h | LmPK inhibitor | Shiga inhibitor | AmpC no deterg | Cycloheximide cs | Tb PYK inh
CC(=O)Nc1ccc(NC(=O)c2cc(C)nn2-c2ccccc2)cc1 | 7% | 3% | 0% | 0 | -17% | -2 | -4%
O=Cc1ccc(Sc2ncccn2)o1 | 11% | 23% | 0% | -5 | -20% | 8 | -9%
COc1ccc(N(CC(=O)NCCSCc2ccccc2Cl)S(C)(=O)=O)cc1Cl | -17% | ? | 4% | -7 | 61%[activator] | -2 | 3%
CCOc1cc(/C=C2/SC(=S)N(C)C2=O)ccc1Oc1ccc([N+](=O)[O-])cc1[N+](=O)[O-] | 0% | 8% | 1% | -8 | ? | 11 | /
Cc1ccc(C(=O)Nc2ccon2)cc1S(=O)(=O)N1CCCCCC1 | / | ? | 14% | 34 | -4% | 15 | 2%
CCc1noc(C)c1C(=O)OCC(=O)NCc1ccccc1OC | -15% | 34%[activator] | / | / | -17% | / | 4%
COCC(=O)Nc1cc(C(=O)Nc2ccccc2)ccc1Cl | 65%[activator] | 191%[activator] | ? | 107* | -14% | 36* | /
COc1ccccc1CC(=O)O/N=C(\N)c1cccc([N+](=O)[O-])c1 | 43%[activator] | 56%[activator] | 2% | 28 | -18% | 1 | 5%
CCCc1nc2sc(C(=O)OCC)c(N)c2c2c1COC(C)(C)C2 | 24% | / | 6% | 11 | -25% | 7 | -3%
CCC(=O)Nc1cc(-c2nc3ncccc3o2)ccc1Cl | 61%[activator] | ? | -3% | -12 | -26% | 4 | -7%
CCC1CCCCN1S(=O)(=O)c1ccc(NC(=O)c2cccs2)cc1 (stereo not drawn) | 2.3µM* | -19% | 10% | 16 | -13% | 1 | -1%
COc1ccc(CCNC(=O)NCCc2c[nH]c3ccccc23)cc1OC | ? | -15% | -1% | 5 | -5% | -3 | 0%
Cc1cc(C)cc(NC(=O)COC(=O)c2cccc(S(=O)(=O)N3CCCCC3)c2)c1 | -10% | -10% | / | / | -51% | / | -3%
CC(C)CN1C(Nc2ccccc2)=NC[C@@H]1C | -1% | 29% | -2% | -2 | -14% | -4 | -1%
COc1ccc(Cl)cc1NC(=S)N1CCCCCC1 | 3% | -22% | -1% | 0 | -27% | 4 | 13%
CN1C(=O)C(O)N=C(c2ccccc2)c2ccccc21 (stereo not drawn) | 2% | 20% | 5% | 11 | -8% | -1 | -2%
CCCC1(CCC)C(=O)NC(=NCc2ccccc2)NC1=O | 0% | 33%[activator] | 1% | -2 | -26% | -3 | -13%
CCCc1nnc(NC(=O)CCCN2C(=O)c3ccccc3C2=O)s1 | / | 42%[activator] | -4% | -4 | -15% | -4 | -10%
Cc1ccccc1S(=O)(=O)c1cc(C#N)c(=O)[nH]c1N | 8% | 12% | 0% | -4 | -34% | 2 | 6%
COc1ccc(S(=O)(=O)Nc2ccc(S(=O)(=O)N3CCCCC3)cc2)cc1OC | 4% | ? | 1% | -1 | -8% | -2 | -1%
Cc1ccc(NC(=O)C/C(N)=N/OC(=O)c2ccccc2)cc1 | ? | 22% | 6% | -2 | -24% | 3 | 3%
CCC(=O)N1CCC(c2ccc(OC)cc2)=N1 | 48%[activator] | 74%[activator] | -5% | 38* | -6% | 36* | -1%
COc1cc2c(cc1NC(=O)c1ccc(C(C)(C)C)cc1)CCCC2 | ? | ? | 1% | 22 | -20% | 21 | 4%
COc1ccc(NC(=O)CCNS(=O)(=O)c2cc(Br)ccc2Br)cc1S(N)(=O)=O | 1% | -4% | -1% | -5 | -32% | 12 | 1%
Cc1ccc(SCC(=O)OCC(=O)N(C)CC(=O)Nc2ccc(F)cc2)cc1C | 7% | 26% | / | / | 44% | / | -8%
COc1ccccc1OCCn1cc(C(=O)O)c2ccccc21 | 7% | 1% | -1% | 22 | -12% | 1 | -4%
CCOc1ccc(C(=O)Nc2c3c(nn2C(C)(C)C)CSC3)cc1OCC | ? | 31%[activator] | -5% | -8 | -3% | -2 | -21%
CCOc1ccc(NC(=O)CSc2nnc(C3CC3)n2C2CC2)cc1 | 18% | 20% | / | / | -11% | / | 0%
CC(=C1C(=O)c2ccccc2C1=O)N1CCN(c2ccc(F)cc2)CC1 | 38%[activator] | 13% | 2% | 33* | -36% | 14* | -10%
CC(OC(=O)CCc1nc2ccccc2[nH]c1=O)c1ccccc1 (stereo not drawn) | 9% | ? | -3% | -13 | -26% | -2 | 2%
CC1(C)C(=O)OC(c2ccccc2)C(C)(C)C1=O (stereo not drawn) | 10% | 22% | 3% | -3 | 77%[activator] | 1 | -11%
CCC(C(=O)Nc1ccccc1)c1ccccc1 (stereo not drawn) | 4% | -6% | 0% | -9 | -26% | -2 | 8%
CC(C)(C)c1cc(-c2n[nH]c(=S)n2-c2ccc(Cl)cc2)n[nH]1 | 5% | 17% | 13µM* | 10 | -41% | -1 | ?
CC(C)C(NC(=O)CN1C(=O)c2ccccc2C1=O)c1ccccc1 (stereo not drawn) | 26% | 26% | 4% | -6 | -23% | -3 | -3%
COc1ccc(CC2(C)OC(c3ccncc3)=NN2C(C)=O)cc1 (stereo not drawn) | -2% | 30%[activator] | 2% | -2 | -13% | 6 | -1%
Cc1cc(NC(=O)CSc2nc3c(sc4ccccc43)c(=O)n2CCc2ccccc2)n[nH]1 | / | ? | -1% | 4 | -30% | -1 | -4%
CC1Cc2cc(S(=O)(=O)N3CCN(c4ccc(Cl)cc4)CC3)ccc2N1C(=O)C1CC1 (stereo not drawn) | ? | 15µM* | 4% | -4 | -14% | -3 | -14%
O=C(CSc1ncnc2scc(-c3ccccc3)c12)N1CCN(c2ccccc2F)CC1 | -4% | ? | 1% | -2 | -23% | -1 | -8%
O=C(CCN1C(=O)/C(=C/c2ccc(F)cc2)SC1=S)Nc1cccnc1 | 8% | 5% | 8% | -4 | -5% | -7 | 4%
COc1ccc(Cl)cc1C(=O)OCC(=O)NC1CCCC(C)C1C (stereo not drawn) | ? | 2% | / | / | 10% | / | -1%
CCC1CCCCN1CCCn1c(=S)[nH]c2ccccc2c1=O (stereo not drawn) | 12% | ? | 2% | -26 | -21% | -4 | 2%
Cc1ccc(N2C(=O)CC(Sc3nc4ccccc4o3)C2=O)cc1Cl (stereo not drawn) | 32%[activator] | 1% | 1% | 4 | -45% | 6 | -1%
COc1cc(NC(=O)C2CCN(S(=O)(=O)c3cccs3)CC2)cc(OC)c1 | ? | -24% | / | / | -32% | / | -4%
CC(=O)c1cc(-c2ccc(F)cc2)n(CCC(=O)NC(C)(C)C)c1C | -15% | ? | 2% | -7 | 36% | 1 | 1%

Assay outcomes: PubChem, National Center for Advancing Translational Sciences (NCATS)
